# Source: PubChem (Sanford-Burnham Center for Chemical Genomics)
# SENP1 inh: SENP1 (human) catalytic domain inhibition; Q9P0U3; recombinant SENP1 catalytic domain, CyPet-SUMO1-YPet FRET cleavage; inhibition, % at 10 µM; hit rate 0.21% among 360,000;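 active means inhibition at least 30% at 10 µM, raw YFP signal under a set limit, fluorescence ratio 0.5 to 1.5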;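 further: 0% = enzyme with DMSO and 100% = no enzyme wells; some results filed as inactive read as strong as hits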
# Target sequence (Q9P0U3 419-644 limits assumed): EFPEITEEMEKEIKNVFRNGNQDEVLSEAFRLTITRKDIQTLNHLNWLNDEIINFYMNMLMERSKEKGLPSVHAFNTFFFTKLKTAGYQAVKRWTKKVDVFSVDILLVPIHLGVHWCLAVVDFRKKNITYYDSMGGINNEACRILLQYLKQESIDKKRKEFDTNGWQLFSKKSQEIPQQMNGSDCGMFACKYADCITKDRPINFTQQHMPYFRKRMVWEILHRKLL
#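 Material – human SENP1 catalytic domain · Input – SENP1 enzyme, 20 pM final · Compound dosing – single concentration of 10 µM compound, 0.5% DMSO final · Timing – enzyme reaction for 50 min at room temperature, dark · Measured by – FRET fluorescence in CFP and YFP emission channels · Control set – no-enzyme wells low, DMSO-plus-enzyme wells high control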
# SENP6 inh: inhibitors of human SENP6 protease. Q9GZR1. inhibition, % at 10 µM. hit rate 1.8% among 330,000. AID 2599. Recombinant SENP6 catalytic domain, aminoluciferin luminescence;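 active means inhibition above about 50% at the single tested dose, limit read from the data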;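 further: plate controls were DMSO wells with enzyme for no effect and DMSO wells lacking enzyme for full effect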
# Target sequence (Q9GZR1 628-1112 limits assumed): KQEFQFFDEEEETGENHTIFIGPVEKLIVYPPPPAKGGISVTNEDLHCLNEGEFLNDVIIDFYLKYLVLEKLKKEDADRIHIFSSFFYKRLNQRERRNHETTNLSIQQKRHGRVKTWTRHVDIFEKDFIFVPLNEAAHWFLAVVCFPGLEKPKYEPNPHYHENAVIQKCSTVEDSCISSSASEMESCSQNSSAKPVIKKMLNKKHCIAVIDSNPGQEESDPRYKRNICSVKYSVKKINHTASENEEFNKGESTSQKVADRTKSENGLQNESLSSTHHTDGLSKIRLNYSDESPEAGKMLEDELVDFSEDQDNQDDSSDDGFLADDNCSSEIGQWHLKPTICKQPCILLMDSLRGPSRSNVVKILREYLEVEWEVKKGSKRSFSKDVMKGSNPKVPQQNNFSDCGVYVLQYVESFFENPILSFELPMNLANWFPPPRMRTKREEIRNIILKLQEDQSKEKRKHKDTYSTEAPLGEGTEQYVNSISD
# SENP8 block-1: blocks human SENP8 cleavage of Nedd8 substrate. Q96LD8. recombinant SENP8, Nedd8 substrate fluorescence. inhibition, % at 20 µM. hit rate 0.64% among 360,000. AID 602440; in the data active means inhibition mostly above about 40%, no sharp cut-off; inactive means mostly below about 27%
# Apaf1 inhib: inhibitors of human Apaf-1 apoptosome; hit rate 0.71% among 330,000; inhibition, % at 20 µM; AID 489030; O14727; reconstituted apoptosome caspase-3 activity, DEVD-Rh110 fluorescence; active means inhibition of at least 40% at 20 µM;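 further: plate controls were DMSO wells for no effect and DEVD-CHO caspase inhibitor wells for full effect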
#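 Assay system: Apoptosome proteins | Medium: pH 7.5 Hepes buffer with CHAPS, BSA, DTT | Also added: Cytochrome c and DEVD-Rh110 substrate | Times: 30 min plus 50 min, RT | Detection: Rhodamine 110 fluorescence at Ex 480/Em 540 nm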
# SENP7 block: SENP7 protease inhibition. inhibition, % at 5 µM. Q9BQF6. AID 434973. hit rate 1.5% among 330,000. recombinant SENP7, Z-RLRGG-aminoluciferin luminescence, 40 min;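 active means inhibition above about 50% at the single test dose, limit read from the data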;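 further: plate controls were DMSO with enzyme for no effect and no enzyme buffer wells for full effect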
# Target sequence (Q9BQF6 706-1050 limits assumed): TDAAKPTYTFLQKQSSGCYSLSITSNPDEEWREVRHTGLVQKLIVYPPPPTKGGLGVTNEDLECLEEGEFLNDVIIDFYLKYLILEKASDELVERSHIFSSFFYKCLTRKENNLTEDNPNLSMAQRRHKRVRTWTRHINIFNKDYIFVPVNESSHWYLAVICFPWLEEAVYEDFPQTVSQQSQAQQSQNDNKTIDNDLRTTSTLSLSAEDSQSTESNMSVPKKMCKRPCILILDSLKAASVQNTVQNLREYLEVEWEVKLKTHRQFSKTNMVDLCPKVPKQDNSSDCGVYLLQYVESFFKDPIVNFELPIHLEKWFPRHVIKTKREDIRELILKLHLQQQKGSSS
# HKDC1 inhibitor: blocks human hexokinase HKDC1 activity; Q2TB90; recombinant HKDC1, G6PDH/diaphorase resazurin coupled fluorescence; inhibition, % at 20 µM; hit rate 0.16% among 340,000;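 active means inhibition above about 35% when tested at 20 µM, limit read from the data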;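 further: plate controls were DMSO wells with enzyme for no effect and DMSO wells lacking enzyme for full effect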
#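 System: Recombinant HKDC1 hexokinase | Amount: HKDC1 at 5 µg/mL | Reagent: Glucose with 1 mM ATP | Doses: Single 20 µM dose | Incubation: Reaction time 90 min, room temperature, protected from light | Signal: Coupled resazurin fluorescence, excitation 525 nm, emission 613 nm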
# SENP8 block-2: inhibitors of human SENP8 protease. Q96LD8. purified SENP8, Z-RLRGG-aminoluciferin cleavage, luminescence. inhibition, % at 10 µM. hit rate 1.2% among 330,000. AID 2540; in the data active means inhibition above about 50%
# PfGluPho inh: PfG6PD (Plasmodium falciparum) enzyme inhibition. PfGluPho enzyme, NADPH resazurin-diaphorase fluorescence. inhibition, % at 20 µM. hit rate 0.78% among 350,000. AID 504690;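 active means inhibition reaching at least a set limit at 20 µM in the primary screen, cut at about 59% in these data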;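 further: 0% = DMSO wells with substrate and 100% = DMSO wells lacking glucose-6-phosphate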
# Starred values were filed as active, the others as inactive; x = not tested or not shown.
SMILES,SENP1 inh,SENP6 inh,SENP8 block-1,Apaf1 inhib,SENP7 block,HKDC1 inhibitor,SENP8 block-2,PfGluPho inh
COc1cc(-c2nc(Cc3c(F)cccc3Cl)no2)cc(OC)c1OC,0,-3,19,-5,2,2,-3,-9
CCc1ccc2oc(C(=O)Nc3nonc3CC)c(C)c2c1,-1,1,11,1,42,-4,-5,0
CCCC(NS(=O)(=O)c1ccc(-c2ccc(=O)[nH]n2)s1)c1cccs1 (stereo not drawn),1,-2,-28,9,-9,7,-1,-16
CC1CCCCN1C(=O)CCC(=O)Nc1nnc(C2CCCCC2)s1 (stereo not drawn),0,-2,12,10,1,-5,10,-5
Cc1nc(C)c(C(=O)O)c(-c2ccsc2)c1C(=O)O,0,3,11,-26,4,0,8,-1
CCOCCOC(=O)COc1ccc2c(=O)c(Oc3ccc(OC)cc3)coc2c1,-1,-29,31,5,-11,3,-16,7
CC(C)N(C(C)C)S(=O)(=O)c1ccc(N2CCc3ccccc3C2)nc1,-10,-6,-39,20,10,1,-2,31
Cc1ccc2[nH]c3c(=O)n(CC(=O)NCCCN4CCN(c5ccc(F)cc5)CC4)ncc3c2c1,2,4,-13,-3,1,-2,-1,-4
CCSc1nnc(-c2ccccc2N)c(=O)[nH]1,4,-5,6,-7,8,15,-7,4
C=CCOn1c(=O)c(-c2ccc(OCC)cc2)[n+]([O-])c2ccccc21,-16,-24,-96,6,-2,-2,-4,-2
CN(C(=O)CSc1nnc(Nc2ccccc2)s1)c1c(N)n(Cc2ccccc2)c(=O)[nH]c1=O,-5,4,9,-5,-1,-3,0,7
Cc1ccc(C)c(NC(=O)CN(C)C(=O)c2ccccc2OCc2c(C)noc2C)c1,1,-2,13,-11,-13,-2,6,-2
CC1=CC=CN2C1=NC(=O)CC2(C)C(=O)N(CC(=O)NC1CCCC1)c1cc(C)cc(C)c1 (stereo not drawn),2,9,-410,2,-2,-9,-2,-5
O=C(c1cccc2c1-c1ccccc1C2)N1CCCCC1,0,4,8,-2,-5,1,-3,-7
NC1=NC(=O)/C(=C\c2cc([N+](=O)[O-])ccc2Cl)S1,1,-3,14,-9,8,-3,4,-26
CCc1ccc2nc(N3C(=O)c4oc5ccccc5c(=O)c4C3c3ccc(OC)c(OC)c3)sc2c1 (stereo not drawn),x,-1,x,-1,2,x,-3,x
N#C/C(=C\c1cccnc1)c1nc2c(s1)CCCC2,-41,7,-403,8,4,-2,-12,-1
N#C/C(=C\c1ccccc1)C(=O)NC(=O)Oc1ccccc1,-41,0,8,-22,2,-4,-2,-4
O=S(=O)(c1cccc(-c2nnc3n2CCCCC3)c1)N1CCOCC1,2,-36,11,2,-2,2,-4,-4
O=[N+]([O-])c1ccc(N2CCN(Cc3ccncc3)CC2)cc1,0,11,19,-6,0,4,6,4
c1cncc(-c2noc(C34CC5CC(CC(C5)C3)C4)n2)c1,2,-4,20,19,1,-1,-2,-6
O=C(Nc1ccc(F)cc1)Nc1ccc2c(c1)CCC2,1,-9,0,4,30,-2,-10,-2
O=C(/C=C/c1c(Cl)cccc1Cl)N1CCOCC1,0,-12,11,2,8,-7,-13,-20
COc1cc(/C=N/NC(=O)c2ccc(CSc3nc4ccccc4[nH]3)cc2)cc(OC)c1OC,1,-24,-260,-4,-6,-11,-10,18
CC(C)NCCCCOc1cccc(Br)c1,3,-16,12,1,1,7,0,-5
Cc1cc(O)cc(C)c1Cl,-2,1,1,-4,5,-3,-1,23
COc1cccc(NC(=O)C(=O)N/N=C(\C)CC(=O)Nc2ccc(NC(C)=O)cc2)c1,-6,19,7,4,7,-9,17,0
O=C1OC(c2ccccc2)(c2ccc(O)cc2)c2ccccc21 (stereo not drawn),2,x,15,x,x,4,x,-45
CCn1c(CCCNC(=O)c2cccs2)nc2ccccc21,0,-12,3,-4,12,-2,5,3
CN1CCN(c2nc3c(c(=O)n(C)c(=O)n3C)n2Cc2cccc(Br)c2)CC1,-3,6,9,-1,16,-8,-9,-3
CCC(=O)N1CCN(c2cc(NCC3CCCO3)c(F)cc2[N+](=O)[O-])CC1 (stereo not drawn),2,23,22,-15,1,-4,0,-1
Cc1ccc(SCc2noc(C(=O)NCC3CCCO3)c2C(=O)O)cc1C (stereo not drawn),-3,-1,4,9,-7,-1,-4,-7
Cc1ccc(C)c(NC(=O)CN(C)C(=O)c2ccc3c(=O)n4c(nc3c2)CCC4)c1,1,11,-2,-13,8,-6,4,7
COc1cccc(C2CC(c3ccc(Cl)cc3)n3nc(N)nc3N2)c1 (stereo not drawn),3,5,-163,4,6,-2,-5,-1
CCn1c(SCC(=O)Nc2ccc(OCc3ccccc3)cc2)nnc1-c1ccco1,-1,-13,18,12,-4,4,-4,9
CN1C2=C(C#N)C(c3ccccc3)(C(F)(F)F)NC(=O)N2c2ccccc21 (stereo not drawn),-2,3,-29,3,3,-6,7,4
O=C(Nc1ccccc1F)C1CCCN(S(=O)(=O)c2ccc(-n3cnnn3)cc2)C1 (stereo not drawn),2,-15,8,3,1,-6,-6,-12
O=C(C1=C[C@H](c2ccc3c(c2)OCO3)C[C@H](OCc2ccc(CO)cc2)O1)N1CCOCC1,0,-9,-22,3,-4,0,-3,-1
COC(C/C=C/[C@H](O)[C@H](C)OCc1ccccc1)OC,1,-16,7,-1,2,-6,-2,12
COc1ccc(CN(CC(=O)NCCc2ccccc2)C(=O)CCC(=O)Nc2ccccn2)cc1,2,-7,12,7,4,-4,0,-3
C/C(CC(=O)Nc1ccc(Cl)c(Cl)c1)=N\NC(=O)Cc1ccccc1,3,3,-3,-16,4,0,-3,-4
COc1cc(C(c2c(C)[nH][nH]c2=O)c2c(C)[nH][nH]c2=O)cc(Br)c1OC,-2,-5,20,6,15,1,-16,13
O=C(CC1(O)C(=O)c2ccccc2C1=O)c1ccccc1,2,-12,8,12,10,-5,-4,-2
C=CCC1(CC=C)CCCN1C(=O)C1CCC(=O)N(CCc2ccc(Cl)cc2)C1 (stereo not drawn),-14,1,1,2,-3,5,-4,-12
O=C(c1cncc(Br)c1)N1CCN(S(=O)(=O)c2ccccc2)CC1,0,-8,14,0,-4,-3,-4,5

# Some of the entries so far, with bars between the fields.
mol | SENP1 inh | SENP6 inh | SENP8 block-1 | Apaf1 inhib | SENP7 block | HKDC1 inhibitor | SENP8 block-2 | PfGluPho inh
Cc1ccc(C)c(NC(=O)CN(C)C(=O)c2ccc3c(=O)n4c(nc3c2)CCC4)c1 | 1 | 11 | -2 | -13 | 8 | -6 | 4 | 7
COc1cccc(C2CC(c3ccc(Cl)cc3)n3nc(N)nc3N2)c1 (stereo not drawn) | 3 | 5 | -163 | 4 | 6 | -2 | -5 | -1
CCn1c(SCC(=O)Nc2ccc(OCc3ccccc3)cc2)nnc1-c1ccco1 | -1 | -13 | 18 | 12 | -4 | 4 | -4 | 9
CN1C2=C(C#N)C(c3ccccc3)(C(F)(F)F)NC(=O)N2c2ccccc21 (stereo not drawn) | -2 | 3 | -29 | 3 | 3 | -6 | 7 | 4
O=C(Nc1ccccc1F)C1CCCN(S(=O)(=O)c2ccc(-n3cnnn3)cc2)C1 (stereo not drawn) | 2 | -15 | 8 | 3 | 1 | -6 | -6 | -12
O=C(C1=C[C@H](c2ccc3c(c2)OCO3)C[C@H](OCc2ccc(CO)cc2)O1)N1CCOCC1 | 0 | -9 | -22 | 3 | -4 | 0 | -3 | -1
COC(C/C=C/[C@H](O)[C@H](C)OCc1ccccc1)OC | 1 | -16 | 7 | -1 | 2 | -6 | -2 | 12
COc1ccc(CN(CC(=O)NCCc2ccccc2)C(=O)CCC(=O)Nc2ccccn2)cc1 | 2 | -7 | 12 | 7 | 4 | -4 | 0 | -3
C/C(CC(=O)Nc1ccc(Cl)c(Cl)c1)=N\NC(=O)Cc1ccccc1 | 3 | 3 | -3 | -16 | 4 | 0 | -3 | -4
COc1cc(C(c2c(C)[nH][nH]c2=O)c2c(C)[nH][nH]c2=O)cc(Br)c1OC | -2 | -5 | 20 | 6 | 15 | 1 | -16 | 13
O=C(CC1(O)C(=O)c2ccccc2C1=O)c1ccccc1 | 2 | -12 | 8 | 12 | 10 | -5 | -4 | -2
C=CCC1(CC=C)CCCN1C(=O)C1CCC(=O)N(CCc2ccc(Cl)cc2)C1 (stereo not drawn) | -14 | 1 | 1 | 2 | -3 | 5 | -4 | -12
O=C(c1cncc(Br)c1)N1CCN(S(=O)(=O)c2ccccc2)CC1 | 0 | -8 | 14 | 0 | -4 | -3 | -4 | 5

# (further entries)
SMILES,SENP1 inh,SENP6 inh,SENP8 block-1,Apaf1 inhib,SENP7 block,HKDC1 inhibitor,SENP8 block-2,PfGluPho inh
CC(OC(=O)CN1C(=O)c2ccccc2C1=O)C(=O)c1ccccc1 (stereo not drawn),2,-5,13,-5,5,-3,-5,-6
COc1ccc(C(=O)N2CCN(C(=O)C3CCCO3)CC2)cc1[N+](=O)[O-] (stereo not drawn),1,-26,7,-3,2,-3,-9,-6
COC(=O)C1C2C=CC3(CN(Cc4ccco4)C(=O)C13)O2 (stereo not drawn),0,-2,9,-20,-3,-10,-1,-13
CC1CCN(CCCNC(=O)c2cc3c(=O)n(C)c4ccccc4c3n2C)CC1,-11,-18,-83,7,-13,3,-11,26
CC1CN(C(=O)N(C)C)CCN1C(=O)N(C)C (stereo not drawn),-1,-3,16,-10,-8,-6,1,-2
Cc1ccc(N=CC2=C(O)CC(c3ccc(Cl)cc3)CC2=O)cc1 (stereo not drawn),3,-36,-281,8,3,-8,-5,0
CCc1nnc2sc(-c3cc(-c4ccccc4)nc4ccccc34)nn12,-2,0,-234,-16,-8,-10,1,1
O=C(Nc1ccc(N2CCOCC2)c(F)c1)c1ccncc1,1,-10,18,-7,3,-10,1,-6
CCN1CCN(C(=O)C2CCC(=O)N(CCCN3CCCC3=O)C2)CC1 (stereo not drawn),2,7,3,-4,3,-2,0,5
CN(C)S(=O)(=O)c1cccc(NC(=O)COC(=O)[C@H](Cc2ccccc2)NC(=O)c2ccco2)c1,0,-2,-1,5,-7,-6,-10,19
Cc1ccc(N(C(C)C(=O)Nc2ccc3c(c2)OCO3)S(C)(=O)=O)cc1 (stereo not drawn),-3,-11,8,-1,-3,-3,4,2
Cc1ccc(S(=O)(=O)NCCc2nnc3ccc(NCCCOC(C)C)nn23)cc1,-5,-2,-6,-9,-4,-3,1,4
O=C(Nc1ccc(Oc2cccnc2)cc1)c1ccccc1Cl,2,7,12,-3,-1,-5,3,43
CC(C)(C)c1ccc(NC(=O)C(=O)C2C(=O)Nc3ccccc32)cc1 (stereo not drawn),3,-20,13,2,1,-3,-6,-22
CCCCNC(=O)CS(=O)Cc1nc(-c2cccc(C)c2)oc1C (stereo not drawn),2,-4,15,3,-1,-6,-5,0
O=C(COc1ccc(F)cc1)N(Cc1cccc(Br)c1)C1CCS(=O)(=O)C1 (stereo not drawn),2,16,20,11,5,2,3,-10
CCOc1ccc(OCC(=O)OCn2c(SC)nnc(C)c2=O)cc1,1,-29,35,-76,-2,-8,1,-10
